# Screening data from PubChem.
# TROY signal inh = inhibitors of TROY-driven NF-kB signaling, primary screen, Q293 LMP1-TROYcd cells, NF-kB luciferase, uHTS; Q293 LMP1-TROYcd NF-kB luciferase reporter, 4 h; inhibition, % at 10 µM; 360,000 tested, 0.98% active;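 active = compounds whose plate-normalised and pattern-corrected inhibition of the luciferase reporter signal at the single screening dose is 50% or more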
# TRAIL sens C8 = viability loss with TRAIL in NB7+C8 cells, primary screen, TRAIL sensitizer project, cell-based, ATPlite luminescence. inhibition (viability loss, TRAIL sensitization), % at 10 µM. 360,000 tested, 1% active;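 active = compounds causing at least 50% loss of cell viability in the single-dose screen, relative to plate controls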
# NOD2 RIPK2 PPI = NOD2-RIPK2 binding disruptors in cells, primary screen, fluorescence, CHO cells, BLA complementation; Receptor-interacting serine/threonine-protein kinase 2 (Homo sapiens), O43353; CCF4 ratio; inhibition, % at 4.98 µM; 360,000 tested, 0.38% active; AID 624267, 2012; in the data active = inhibition above about 21%;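 note: 0% = vehicle only and 100% = reference blocker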
# NCOA1 inh = SRC1 coactivator transcriptional activity inhibitors, primary screen, cell-based, luminescence; Nuclear receptor coactivator 1 (Homo sapiens), Q15788; HEK293 GAL4-SRC1 luciferase reporter; inhibition, % at 3.6 µM; 360,000 tested, 0.12% active;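 active = inhibition above the campaign mean plus 3 SD, with each screening campaign given its own cutoff, cut at about 60% in these data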;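 note: 0% = DMSO treated cells and 100% = gossypol at 36 µM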
# TLR9-MyD88 inh = inhibitors of TLR9-MyD88 association in cells, primary screen, cell-based, CHO, BLA complementation, fluorescence; inhibition, % at 4.98 µM; 340,000 tested, 0.21% active; Toll-like receptor 9 (Homo sapiens) + Myeloid differentiation primary response protein …; AID 504734, 2011; CCF4 FRET ratio;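 active = inhibition above the mean over all tested compounds plus 3 SD, cut at about 21% in these data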;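 note: 0% = DMSO only wells and 100% = clavulanate BLA inhibitor control wells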
# NCOA2 inhibitor = inhibition of GAL4-SRC2 driven luciferase reporter, primary screen, SRC2 inhibitor project, cell-based, luminescence; AID 651957, 2012; HEK293 GAL4-SRC2 luciferase reporter; inhibition, % at 9 µM; Nuclear receptor coactivator 2 (Homo sapiens), Q15596; 370,000 tested, 0.17% active;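 active = inhibition above the mean inhibition of all tested compounds plus 3 SD, set per campaign, cut at about 52% in these data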;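 note: 0% = DMSO treated cells and 100% = cells given Gossypol at 36 µM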
# LMP1 NFkB inh = EBV LMP1-driven NF-kappaB luciferase reporter inhibitors, primary screen, cell-based, luminescence, single point. LMP1-induced NF-kappaB luciferase reporter cells. inhibition, % at 12.5 µM. 350,000 tested, 0.69% active; in the data active = inhibition above about 41%; inconclusive = no clear call, values can overlap the other calls;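 note: 0% = neutral control wells and 100% = reference inhibitor control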
# NCOA3 inh = SRC3 coactivator transcriptional activity inhibitors, primary screen, cell-based, luminescence; Nuclear receptor coactivator 3 (Homo sapiens), Q9Y6Q9; 360,000 tested, 0.17% active; HEK293 GAL4-SRC3 luciferase reporter; inhibition, % at 3.6 µM;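 active = inhibition above a per-campaign cutoff, the mean of all compounds plus 3 SD, cut at about 60% in these data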;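 note: 0% = DMSO-treated cells and 100% = gossypol-treated cells at 36 µM; higher means less SRC3-driven luciferase light from the GAL4 reporter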
# Target sequence (Q9Y6Q9 whole entry, looked up, the tested form may be a part): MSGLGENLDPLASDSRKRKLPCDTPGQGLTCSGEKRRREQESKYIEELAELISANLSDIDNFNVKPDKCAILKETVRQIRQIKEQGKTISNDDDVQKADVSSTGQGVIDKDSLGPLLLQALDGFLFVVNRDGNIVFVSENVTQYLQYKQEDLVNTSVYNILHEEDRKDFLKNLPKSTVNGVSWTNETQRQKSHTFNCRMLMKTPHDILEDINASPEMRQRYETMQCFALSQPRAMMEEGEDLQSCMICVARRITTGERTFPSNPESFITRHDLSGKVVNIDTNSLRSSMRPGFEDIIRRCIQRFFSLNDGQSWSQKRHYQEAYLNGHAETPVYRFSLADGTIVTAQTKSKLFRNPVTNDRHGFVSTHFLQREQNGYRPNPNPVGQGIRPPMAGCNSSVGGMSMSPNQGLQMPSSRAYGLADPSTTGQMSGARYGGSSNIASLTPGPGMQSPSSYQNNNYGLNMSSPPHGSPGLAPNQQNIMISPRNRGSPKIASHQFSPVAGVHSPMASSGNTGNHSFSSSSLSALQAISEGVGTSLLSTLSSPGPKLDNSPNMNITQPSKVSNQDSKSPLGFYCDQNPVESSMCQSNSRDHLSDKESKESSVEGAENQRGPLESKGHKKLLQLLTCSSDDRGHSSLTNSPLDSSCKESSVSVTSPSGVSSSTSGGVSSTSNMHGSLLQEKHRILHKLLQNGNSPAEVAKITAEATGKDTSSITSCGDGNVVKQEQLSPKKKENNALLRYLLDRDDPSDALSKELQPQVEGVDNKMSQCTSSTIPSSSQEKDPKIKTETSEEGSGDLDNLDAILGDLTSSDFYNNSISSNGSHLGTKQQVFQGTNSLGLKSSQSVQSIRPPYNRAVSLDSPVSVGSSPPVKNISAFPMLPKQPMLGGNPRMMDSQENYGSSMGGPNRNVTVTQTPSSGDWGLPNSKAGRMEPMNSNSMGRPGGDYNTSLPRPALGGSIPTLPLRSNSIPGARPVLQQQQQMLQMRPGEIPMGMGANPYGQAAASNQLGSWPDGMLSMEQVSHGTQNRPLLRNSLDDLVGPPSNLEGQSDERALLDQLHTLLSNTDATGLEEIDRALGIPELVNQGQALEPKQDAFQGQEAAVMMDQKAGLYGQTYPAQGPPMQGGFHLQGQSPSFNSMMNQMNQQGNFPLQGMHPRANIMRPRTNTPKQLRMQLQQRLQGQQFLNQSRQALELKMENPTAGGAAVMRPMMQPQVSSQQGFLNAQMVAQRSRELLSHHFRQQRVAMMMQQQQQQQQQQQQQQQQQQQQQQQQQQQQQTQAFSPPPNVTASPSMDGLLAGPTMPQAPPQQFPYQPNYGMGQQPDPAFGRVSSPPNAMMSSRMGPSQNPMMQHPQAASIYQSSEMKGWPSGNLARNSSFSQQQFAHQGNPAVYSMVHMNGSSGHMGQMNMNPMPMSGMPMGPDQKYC
# COUP-TFII inh = NR2F2 transcriptional activity inhibitors, primary screen, cell-based, luciferase reporter, HEK293T, luminescence; COUP transcription factor 2 (Homo sapiens), P24468; HEK293T NGFI-A luciferase reporter; inhibition, % at 8.6 µM; 370,000 tested, 0.7% active; AID 686940, 2013;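 active = inhibition above a per-plate cutoff, mean inhibition of test wells between control levels plus 3 SD, cut at about 38% in these data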;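 note: cells cotransfected with COUP-TFII expression vector driving the NGFI-A reporter; 0% = median of COUP-TF2 test wells and 100% = reporter-only cells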
# Vif imaging = HIV Vif self-association inhibitors, primary screen, imaging, HEK293T, single point | 340,000 tested, 0.35% active | inhibition, % at 7.49 µM | HEK293T cells, Vif self-association by quenched fluorescence, 24 h; in the data active = inhibition above about 50%, passing the limit was not always enough; inconclusive = no clear call, values can overlap the other calls; inactive = below about 31%; note: some results filed as inactive read as strong as hits
# LRH-1 inv ag = LRH-1 (NR5A2) inverse agonists, primary screen, cell-based, luminescence, HEK293T, StAR-luciferase reporter | Nuclear receptor subfamily 5 group A member 2 (Homo sapiens), O00482 | LRH-1 transfected, 24 h | inhibition, % at 3.6 µM | 360,000 tested, 0.13% active | AID 602396, 2012;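 active = inhibition above the mean inhibition of all tested compounds plus 3 SD, cut at about 73% in these data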;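 note: 0% = DMSO wells and 100% = reporter-only cells lacking LRH-1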
# * = called active by the depositor; ? = inconclusive; . = not tested or not shown. Some of the compounds tested (hit frequency here may not be typical).
SMILES,TROY signal inh,TRAIL sens C8,NOD2 RIPK2 PPI,NCOA1 inh,TLR9-MyD88 inh,NCOA2 inhibitor,LMP1 NFkB inh,NCOA3 inh,COUP-TFII inh,Vif imaging,LRH-1 inv ag
Cc1cc(C(=O)Nc2ccc3ccccc3c2)c(C)o1,-42,41,-6,-129,0,-29,-33,-71,-20,6,-171
CCCCN(C=O)c1c(CC)nc2c(OCc3ccc(S(C)(=O)=O)cc3)cccn12,-5,-7,-6,13,.,-12,.,-3,18,-4,-11
CCCCN(C(=O)Cc1ccc(S(=O)(=O)N2CCOCC2)s1)c1c(N)n(CCCC)c(=O)[nH]c1=O,-8,-15,0,15,6,4,5,-2,-11,-11,3
CC[C@H](C)[C@H](NC(N)=O)C(=O)NCCc1ccc(Cl)cc1Cl,16,-3,5,19,.,6,-2,-16,-14,12,0
Cc1c(C)c(C)c(CN2CCCC2)c(C)c1C,-19,8,0,-6,-2,6,-4,15,3,32,9
CCN(CC(=O)NCc1cccs1)C(=O)c1ccc(-c2cccc(C(F)(F)F)c2)o1,9,-6,0,-2,-1,5,0,8,-5,-1,15
Cc1cc(C(=O)N/N=C\c2ccc(COc3ccc([N+](=O)[O-])cc3)o2)ccc1[N+](=O)[O-],18,25,-7,-8,-5,-17,9,3,9,29,17
CN(C)S(=O)(=O)c1ccccc1N=C=S,-3,15,-6,-4,-4,-3,-8,-17,8,24,-14
CCn1c(-c2nn(C)c(C)c2Cl)n[nH]c1=S,-1,-15,-1,-13,1,-4,-4,19,-12,1,0
COc1ccc(C(=O)Nc2ccc(NS(=O)(=O)c3ccccc3)cc2)cc1OC,-13,-28,-11,-31,-8,-12,2,3,19,0,10
CC(C)C(C)NC(=O)CSc1ccc(S(=O)(=O)N2CCOCC2)cn1 (stereo not drawn),-10,-11,2,8,-5,10,0,33,-13,0,-11
CCOC(=O)c1cnc2c(CC)cccc2c1NCCN1CCOCC1,-23,0,9,11,-3,-52,3,-31,-24,-3,5
Cc1nnc(SCC(=O)c2cc(C)n(C3CC3)c2C)s1,-1,6,6,-131,14,-59,-4,-85,-21,-1,-106
CC(=O)C1=NN(c2ccccc2)C(c2ccc3c(c2)OCO3)N1c1ccccc1 (stereo not drawn),1,-2,21*,-16,20,-3,2,-5,-6,4,-11
CCCSc1ncnc2[nH]ncc12,0,-13,3,7,2,20,-3,-4,2,6,4
COc1cc(-c2cc(C(=O)Nc3cccc(S(=O)(=O)N(C)C)c3)c3ccccc3n2)cc(OC)c1OC,18,15,6,-11,-1,-14,10,4,-14,-10,-8
Cc1nnc(Cc2ccccc2)c2n[nH]c(C)c12,-10,-6,-5,-1,-7,-19,-1,14,17,6,11
O=C(OC1CCOC1=O)c1ccc2ccccc2n1 (stereo not drawn),-47,-18,-4,5,-10,-18,1,13,-15,4,-6
O=C(c1ccco1)N1CCN(C(=O)c2ccc(CS(=O)c3ccc(Br)cc3)o2)CC1 (stereo not drawn),0,-4,-5,-14,-6,-55,-8,-10,-7,0,-18
O=S(=O)(Nc1ccc(Cl)c(C(F)(F)F)c1)c1cnc[nH]1,12,-5,3,4,-1,3,-20,20,9,-4,15

# With a hit mark in NOD2 RIPK2 PPI, among the entries above:
SMILES | NOD2 RIPK2 PPI | NCOA1 inh | TLR9-MyD88 inh | NCOA2 inhibitor | LMP1 NFkB inh | NCOA3 inh | COUP-TFII inh | Vif imaging | LRH-1 inv ag
CC(=O)C1=NN(c2ccccc2)C(c2ccc3c(c2)OCO3)N1c1ccccc1 (stereo not drawn) | 21* | -16 | 20 | -3 | 2 | -5 | -6 | 4 | -11

# Reprinted at random: two compounds from above
SMILES,TROY signal inh,TRAIL sens C8,NOD2 RIPK2 PPI,NCOA1 inh,TLR9-MyD88 inh,NCOA2 inhibitor,LMP1 NFkB inh,NCOA3 inh,COUP-TFII inh,Vif imaging,LRH-1 inv ag
Cc1nnc(SCC(=O)c2cc(C)n(C3CC3)c2C)s1,-1,6,6,-131,14,-59,-4,-85,-21,-1,-106
COc1cc(-c2cc(C(=O)Nc3cccc(S(=O)(=O)N(C)C)c3)c3ccccc3n2)cc(OC)c1OC,18,15,6,-11,-1,-14,10,4,-14,-10,-8

# Molecules from the list above with a thiophene ring, fused or not:
SMILES,TROY signal inh,TRAIL sens C8,NOD2 RIPK2 PPI,NCOA1 inh,TLR9-MyD88 inh,NCOA2 inhibitor,LMP1 NFkB inh,NCOA3 inh,COUP-TFII inh,Vif imaging,LRH-1 inv ag
CCCCN(C(=O)Cc1ccc(S(=O)(=O)N2CCOCC2)s1)c1c(N)n(CCCC)c(=O)[nH]c1=O,-8,-15,0,15,6,4,5,-2,-11,-11,3
CCN(CC(=O)NCc1cccs1)C(=O)c1ccc(-c2cccc(C(F)(F)F)c2)o1,9,-6,0,-2,-1,5,0,8,-5,-1,15

# Going on with the list.
SMILES,TROY signal inh,TRAIL sens C8,NOD2 RIPK2 PPI,NCOA1 inh,TLR9-MyD88 inh,NCOA2 inhibitor,LMP1 NFkB inh,NCOA3 inh,COUP-TFII inh,Vif imaging,LRH-1 inv ag
O=S1(=O)CCN(Cc2cccc(Cl)c2)CC1,1,-8,-7,-8,-9,-29,3,14,1,0,9
Cc1ccc(-n2nccc2-c2nn(-c3cccc(C(F)(F)F)c3)c(=O)n(C)c2=O)cc1,-20,0,-7,-5,1,-14,8,8,4,0,1
CSc1ncc(CN2CCc3c([nH]c4ccccc34)C2c2cccc(C)n2)cn1 (stereo not drawn),-7,12,-2,-8,0,-6,-8,8,8,.,18
CC(=O)Nc1nonc1-n1nnc(C(=O)NCc2ccccc2)c1C,10,-5,-3,-5,-6,-7,6,5,-2,-10,-2
CCCc1nnc(SCC(=O)N2CCOCC2)n1Cc1ccco1,0,-8,-1,-19,2,12,-1,1,12,1,-30
COc1ccc(N2CC(C(=O)N[C@H](C(=O)NC3CCCC3)C(C)C)CC2=O)cc1 (stereo partly drawn),13,-13,2,5,-5,3,0,8,15,1,-6
CN(CC(=O)Nc1c(Cl)cccc1Cl)C(=O)c1ccc(-n2cncn2)c([N+](=O)[O-])c1,-8,-2,-12,-15,-10,-11,9,-2,-2,-2,-3
Cc1ccc(S(=O)(=O)CCC(=O)OCC(=O)NCc2ccccc2)cc1,16,3,-12,12,-1,-18,2,5,10,10,-4
CON(C)S(=O)(=O)c1ccc2c(c1)N(Cc1ccc(C)cc1)C(=O)C1CCCN21 (stereo not drawn),2,5,-15,-55,-1,-25,7,6,1,-3,4
CC(C)(C)OC(=O)N1CCOCCOCCN(C(=O)OC(C)(C)C)CCOCC1,-16,4,-5,-2,1,-6,-4,7,-3,0,22
O=C(CCNC(=O)c1ccc(Br)cc1)Nc1ccc(S(=O)(=O)Nc2ncccn2)cc1,-11,-2,-1,5,-9,11,1,-6,2,.,11
Cc1ccc2c(c1)N(Cc1ccccc1)C(=O)C(C)S2 (stereo not drawn),-16,4,3,5,.,9,.,0,-5,9,5
CC(=O)c1c(C)[nH]c(C(=O)CSc2nnc(-c3cccs3)n2Cc2ccccc2)c1C,12,5,0,13,-5,2,0,17,18,-7,-5
Oc1ccc(Br)cc1-c1nc2cnccn2c1NC1CCCC1,14,8,16,13,13,38,-8,28,27,-2,-12
COc1ccc(C)cc1-n1nnnc1SCC(=O)NC1CCS(=O)(=O)C1 (stereo not drawn),8,-7,2,-5,3,4,-1,25,-1,-1,7
O=C(O)c1ccc(Nc2cnc3ccccc3n2)cc1,-19,-6,-9,-43,-3,-25,-14,-51,-36,8,-56
C#CC(C)(C)NC(=S)NC1CC2C=CC1C2 (stereo not drawn),8,-4,1,-10,9,16,-5,13,2,4,11
CCOc1ccc(C2CC(=O)NC2=O)cc1 (stereo not drawn),-7,8,-3,9,-18,-3,12,6,-2,-11,8
CC1=CC(=O)C(C(C)C)=C/C1=C(\c1cc(C(C)C)c(OP(=O)(O)O)cc1C)c1ccccc1C(=O)O,27,-32,3,-3,0,22,-1,-11,7,0,-11
COc1ccnc2c1c(=O)n(Cc1ccccc1Cl)c(=O)n2C,-8,1,1,2,4,-25,5,-1,-14,-5,-16
CCOc1ccc(CNC(=O)CCS(=O)(=O)Cc2ccccc2C)cc1OC,8,16,3,-4,-8,0,1,15,3,-3,-4
Cc1ccc(-n2c(Cc3cccn3C)nnc2SCC(N)=O)cc1,-10,-7,-4,-8,2,4,7,6,-2,.,-12
Cc1cccc(CN2CCN(C3CN(Cc4cn(Cc5ccccc5F)nn4)S(=O)(=O)C3)CC2)c1 (stereo not drawn),2,11,-9,-3,.,-19,.,1,-5,?,6
Cc1ccc(-c2nn(-c3ccccc3)cc2CSC(=N)N)cc1,-36,23,10,15,-8,5,2,16,5,10,-7
CCOc1ccccc1CN1CCN(C2CCN(c3ccccc3F)CC2)CC1CCO (stereo not drawn),17,2,-7,12,5,-14,18,6,9,4,-20
Cc1ccc2c(c1)c(C)c(C)n2CC(O)Cn1nc(C)cc1C (stereo not drawn),-36,-6,-6,-4,-9,3,-7,9,14,.,-10
Cn1cnnc1SCC(=O)Nc1ccc(Br)cc1F,5,-3,-10,-5,1,7,-9,-16,9,1,35
COC(=O)c1ccc(C(=O)OC)c(NC(=S)N2CCCC2)c1,0,15,3,-9,-6,-12,-3,4,-8,28,-13
O=[N+]([O-])C1=CC=C2C(=NC3(CCCCC3)N2O)C1=NCCc1ccccc1,-19,-2,-2,15,-4,-14,6,10,-3,13,-23
Cc1nn(CC(=O)NCc2ccc(C(=O)O)cc2)c(C)c1[N+](=O)[O-],-10,-9,-5,12,-6,-32,-9,8,-5,-4,18
O=C(O)CSc1nnc(CNc2cccc(C(F)(F)F)c2)n1Cc1ccco1,-5,10,-7,-7,-1,-36,-6,-6,7,9,-15
CCC1C(=O)N=C(SCC(=O)Nc2ccc(C(=O)OC)cc2)NC1=O (stereo not drawn),14,15,-2,-5,-3,-13,-1,9,12,-1,15
c1ccc(Nc2nc(Nc3ccccc3)nc(N3CCNCC3)n2)cc1,-13,-24,-2,-4,1,2,2,-12,-3,2,0
CC(C)C[C@@H](CSc1ccc(Br)cc1)N1CCN(CC(C)C)CCC1=O,44,7,11,-18,-2,-37,-20,-13,-8,-4,-24
Cc1ccc(S(=O)(=O)Cc2c(C)noc2C)cc1,7,-7,-9,-8,-14,-5,1,13,1,-5,2
O=C(O)C1OCC2(CO1)COC(C(=O)O)OC2 (stereo not drawn),4,11,3,-2,-9,-5,5,1,2,24,-5
O=C(CN1CCN(Cc2ccc3c(c2)OCO3)CC1)Nc1ccc(F)cc1,-37,3,-8,3,-12,-27,-8,7,11,3,-11
